M4 PAM – positive allosteric modulators of human muscarinic M4 receptor; P08173; CHO-K1 hM4/Gqi5, Fluo-8 calcium fluorescence, ACh EC20; 0% = ACh EC20, 100% = maximal ACh; activation, % at 3 µM; 360,000 compounds, 0.4% hits; AID 624126;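 active means activation above its plate's cutoff, the mean activation of sample wells plus 3 SD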; further: some results filed as inactive read as strong as hits
Target sequence (P08173 whole entry, looked up): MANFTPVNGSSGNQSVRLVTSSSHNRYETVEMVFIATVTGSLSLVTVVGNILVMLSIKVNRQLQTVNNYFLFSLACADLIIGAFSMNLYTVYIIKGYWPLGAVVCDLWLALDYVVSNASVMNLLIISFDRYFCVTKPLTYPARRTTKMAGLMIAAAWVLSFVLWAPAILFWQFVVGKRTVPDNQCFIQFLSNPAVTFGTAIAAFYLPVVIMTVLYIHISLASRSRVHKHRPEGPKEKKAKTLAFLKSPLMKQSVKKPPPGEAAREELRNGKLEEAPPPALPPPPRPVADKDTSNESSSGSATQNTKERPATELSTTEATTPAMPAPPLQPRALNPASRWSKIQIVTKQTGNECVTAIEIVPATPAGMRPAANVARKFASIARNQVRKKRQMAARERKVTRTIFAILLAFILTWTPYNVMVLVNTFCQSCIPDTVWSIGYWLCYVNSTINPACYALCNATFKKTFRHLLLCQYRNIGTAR
CHRM5 PAM – positive allosteric modulators of human muscarinic M5 receptor. P08912. CHO-K1 hM5, Fluo-8 calcium, ACh EC20 PAM; 0% = ACh EC20, 100% = ACh EC100. activation, % at 3 µM. 360,000 compounds, 0.3% hits. AID 624038;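 active means activation above the run cutoff, the mean activation of all test compounds plus 3 SD, cut at about 18% in these data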
Target sequence (P08912 whole entry, looked up): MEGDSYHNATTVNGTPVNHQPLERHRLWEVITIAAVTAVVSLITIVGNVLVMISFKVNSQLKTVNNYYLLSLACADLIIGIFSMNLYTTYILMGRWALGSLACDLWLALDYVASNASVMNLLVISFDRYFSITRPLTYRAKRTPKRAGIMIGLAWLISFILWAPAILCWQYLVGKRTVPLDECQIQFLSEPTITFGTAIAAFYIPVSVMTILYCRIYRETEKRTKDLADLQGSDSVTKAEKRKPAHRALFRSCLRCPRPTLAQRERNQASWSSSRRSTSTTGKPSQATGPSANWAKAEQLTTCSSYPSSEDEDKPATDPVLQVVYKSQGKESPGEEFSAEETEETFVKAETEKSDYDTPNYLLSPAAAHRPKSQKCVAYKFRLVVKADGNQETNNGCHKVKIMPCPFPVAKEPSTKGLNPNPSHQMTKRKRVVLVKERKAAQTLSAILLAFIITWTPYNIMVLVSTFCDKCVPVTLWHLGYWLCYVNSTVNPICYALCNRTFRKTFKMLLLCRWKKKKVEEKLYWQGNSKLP
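Assay system: CHO-K1 hM5 cells. Also added: acetylcholine at EC20 concentration, added after compound. Dosing: 3 µM, single dose. Times: compound preincubation 140 s before EC20 acetylcholine addition. Signal: Fluo-8 calcium fluorescence. Measure: % activation relative to EC20 and EC100 ACh responses. Repeats: singlicate, one well per test compound.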
M1 ag parental – M1 agonist counterscreen hit in parental CHO-K1 cells | Fluo-8 calcium fluorescence; scaled to maximal ATP response, vehicle zero | activation, % at 3 µM | 360,000 compounds, 0.48% hits; in the data active means activation above about 15%;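 further: untransfected CHO-K1 host cells lacking M1 receptor as counterscreen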
CHO-K1 Ca PAM – counter-screen for M1 PAMs: effect in parental CHO-K1 cells; AID 602247; ATP EC20, Fluo-8 calcium fluorescence; 0% at ATP EC20, 100% at ATP max; activation, % at 3 µM; 360,000 compounds, 0.02% hits;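 active means activation above the run cutoff, the mean activation of all test compounds plus 3 SD, cut at about 40% in these data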;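 further: peak over basal fluorescence ratio in a 140 s read after ATP addition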
M5 ag – agonists of human muscarinic M5 receptor (CHRM5); P08912; CHO-K1 hM5 cells, Fluo-8 calcium fluorescence; 0% DMSO wells, 100% maximal acetylcholine response; activation, % at 3 µM; 360,000 compounds, 0.19% hits;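 active means activation above the run's mean over test compounds plus 3 SD, cut at about 23% in these data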;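 further: signal is peak over basal fluorescence ratio across the kinetic read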
M4 ag – agonists of human muscarinic M4 receptor (CHRM4); CHO-K1 hM4/Gqi5, Fluo-8 calcium fluorescence; vehicle 0%, full acetylcholine response 100%; activation, % at 3 µM; 360,000 compounds, 0.14% hits; AID 624127;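 active means activation above the run mean over all test wells plus 3 SD, cut at about 32% in these data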;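 further: peak over basal fluorescence ratio per well then scaled between controls; 0% = DMSO wells and 100% = acetylcholine at EC100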
CHRM4 antagonist – CHRM4 antagonism in calcium assay | 360,000 compounds, 0.73% hits | inhibition, % at 3 µM | CHO-hM4 cells, ACh EC80, Fluo-8 calcium fluorescence;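 active means inhibition above its plate's cutoff, the mean inhibition of sample wells plus 3 SD, cut at about 27% in these data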;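 further: 0% = acetylcholine EC80 with DMSO and 100% = DMSO without agonist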
CHO-K1 Ca antag – M1 antagonist counterscreen hit in parental CHO-K1 cells; AID 602250; inhibition, % at 3 µM; 360,000 compounds, 0.6% hits; ATP-induced calcium, Fluo-8 fluorescence;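 active means inhibition above a per-plate cutoff, the plate's mean sample inhibition plus 3 SD, cut at about 24% in these data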;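 further: 0% = DMSO plus EC80 ATP and 100% = DMSO alone without ATP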
CHRM5 antagonist – CHRM5 antagonism in calcium assay; 360,000 compounds, 0.59% hits; CHO-hM5 cells, Fluo-8 calcium fluorescence, ACh EC80; AID 624040; P08912; inhibition, % at 3 µM;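 active means inhibition above a per-plate cutoff, the mean of that plate's test compounds plus 3 SD, cut at about 27% in these data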;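 further: 0% = acetylcholine EC80 with DMSO and 100% = DMSO without agonist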
Numbers without * were called inactive.

SMILES	M4 PAM	CHRM5 PAM	M1 ag parental	CHO-K1 Ca PAM	M5 ag	M4 ag	CHRM4 antagonist	CHO-K1 Ca antag	CHRM5 antagonist
CN(C)c1ccc(CNC(=O)C2(C)Cc3c(-c4cccc(C(F)(F)F)c4)ccnc3O2)cc1 (stereo unspecified)	-6	-1	0.2	1	-1	3	-11	-13	-6
COc1ccc(NC(=O)C2CCCN2C(=O)Nc2cccc(F)c2)cc1 (stereo unspecified)	-1	5	0.1	21	-2	0	-4	-10	-2
Cc1cc(C)nc(/N=C(\N)Nc2ccc(C)c([N+](=O)[O-])c2)n1	-10	-5	5.7	7	5	9	10	-2	0
CSc1ccc(-c2nc(CSCC(=O)NCCCN3CCOCC3)c(C)o2)cc1	-1	2	0.8	26	-6	0	-6	-17	-1
CS(=O)(=O)c1ccc(NC(=O)CCCc2nc3ccccc3c(=O)[nH]2)cc1	11	3	1.3	10	2	2	-4	5	6
COc1ccc(C(=O)OCC(=O)NCCN2C(=O)CSC2=O)cc1	4	-1	0.3	5	2	3	-2	-9	6
CCC(CO)Oc1cc(NCc2cccc(Cl)c2)c2ncn(C(C)C)c2c1 (stereo unspecified)	4	0	-0.7	-14	-3	3	2	-1	13
O=C(NC(=S)NC1C2CC3CC(C2)CC1C3)C12CC3CC(CC(C3)C1)C2 (stereo unspecified)	3	10	0.9	20	1	1	4	-8	-13
C[C@H]1CNC(=O)c2c(C(=O)Nc3cccc(Cl)c3)ncn21	8	-9	0.2	-5	0	1	1	3	11
Cc1cc(OCCCN2CCC(C(O)(c3ccccc3)c3ccccc3)CC2)ccc1Br	-10	-17	1.8	-1	-2	17	29*	5	10
CCOc1cccc(-c2c(C(=O)N/N=C/c3ccc(C)s3)nnn2-c2nonc2N)c1	15	-3	8.0	15	12	13	-31	-18	-2
Oc1ccccc1CN1CCN(C(O)(c2ccccc2)c2ccccc2)CC1	-8	0	0.2	-10	-22	3	0	0	-3
CCc1ccccc1NC(=O)Cn1cccc1C1=NC(c2ccccc2)CO1 (stereo unspecified)	-19	-5	-0.4	-5	-6	-2	8	10	2
COc1ccc(C(=O)Nc2ccc3ccccc3n2)cc1OC	1	9	2.3	0	1	6	-5	-7	-1
O=C1C2CCCN2C(=O)N1CCN1CCN(c2ccccc2)CC1 (stereo unspecified)	-4	-3	0.1	8	2	-1	4	-6	5
COc1ccc(N2C(S)=C(C#N)C(=O)NC2c2ccc(OC)c(OC)c2)cc1 (stereo unspecified)	4	4	0.1	7	-4	1	-2	-12	-8
COC(=O)c1cc(OC(=O)CCc2ccc(OC)c(OC)c2)cc(C(=O)OC)c1	-9	0	2.1	10	0	5	-8	-10	5
Cn1c(CN2CCN(c3ccccc3NS(C)(=O)=O)CC2)nc2ccccc21	1	-2	4.7	12	0	6	-4	-20	-1
O=C(NCCCn1ccnc1)C(=O)NCC1OCCCN1S(=O)(=O)c1ccc(Cl)cc1 (stereo unspecified)	-3	0	1.3	20	-2	0	0	-15	-2
CN(CC(=O)Nc1ccccc1N1CCCC1)S(=O)(=O)c1ccc(F)cc1	-5	-3	3.6	6	-2	4	2	2	13
Cc1cccc(OCC(=O)NC(=S)Nc2ccccc2N2CCOCC2)c1C	4	-4	0.2	3	-3	1	2	-7	6
CCOc1ccc(N=C2SC(C(=O)O)CC(=O)N2C)cc1 (stereo unspecified)	-4	-4	1.4	8	-1	0	9	8	5
COc1ccc(CC(=O)Nc2cccc(/C(C)=N/NC(=O)c3cccc([N+](=O)[O-])c3)c2)cc1	7	10	1.0	16	1	3	-7	-9	-6
O=C(NC1CCN(Cc2ccccc2)CC1)c1cncc(Br)c1	5	-6	0.5	-7	-7	2	2	-4	11
CCOc1ccc(CCNC(=O)COC(=O)CCS(=O)(=O)c2ccc(C)cc2)cc1OCC	11	0	0.2	-5	-2	1	-16	-10	-8
SMILES	M4 PAM	CHRM5 PAM	M1 ag parental	CHO-K1 Ca PAM	M5 ag	M4 ag	CHRM4 antagonist	CHO-K1 Ca antag	CHRM5 antagonist
CCOC(=O)C1=C(C)N(C)C(=O)NC1c1c(C)nn(-c2ccc(C)cc2)c1Cl (stereo unspecified)	-6	-11	3.0	17	-1	6	-1	-7	3
c1cc(-c2cccs2)nc(-c2cccs2)c1	-1	-2	-0.5	-9	-1	1	-1	13	2
CC1(C(=O)NCc2cccc3ccccc23)CCN1Cc1cccc2c1OCO2 (stereo unspecified)	2	-5	0.2	15	-4	0	-12	-11	-6
O=C(O)CCn1cc(C(=O)O)c(-c2ccccc2)n1	1	-5	0.9	19	-4	0	4	-8	11
O=C(O)c1cccc2c1C(=O)c1ccccc1-2	1	2	0.5	-17	-2	1	2	13	7
Cn1c(=O)[nH]c(=O)c2c1nc(N1CCN(CCO)CC1)n2Cc1ccccc1	-1	5	1.7	-3	0	1	4	-14	-4
CCOC(=O)c1c(C)[nH]c(C)c1C(=O)CSc1ncccn1	6	25*	-0.1	-12	0	1	-13	16	-1
CN(C(=O)C1CCCN1S(=O)(=O)c1ccc(Cl)cc1)c1ccccc1 (stereo unspecified)	11	3	-0.2	2	0	1	-8	-17	3
Cc1cn([C@H]2C[C@H](O)[C@@H](CCC(=O)NCCc3ccc4ccccc4c3)O2)c(=O)[nH]c1=O	-4	-1	-0.4	6	1	0	4	-13	1
O=C1C(Cc2ccc(O)cc2)NC(=S)N1C1CCCCC1 (stereo unspecified)	4	6	0.8	11	2	1	1	-5	-2
Cc1ccc(NC(=O)c2cnccn2)cc1C	2	-6	-0.6	11	-7	1	-21	-13	-11
CCOCCn1cnc2sc(C(=O)NCCCN3CCOCC3)c(C)c2c1=O	1	2	0.3	5	-2	-2	-1	-20	-2
O=C(O)C1CCN(S(=O)(=O)c2cccc3nonc23)CC1	6	11	0.8	19	-2	1	1	-5	-10
COc1ccc(C2=NN(c3nc4ccccc4s3)C(=O)/C2=C\N(C)C)cc1	-11	3	1.1	21	-1	-1	2	-5	-7
CCCN(CC(=O)Nc1ccccc1C)C(=O)c1sc2ccccc2c1Cl	1	-7	0.6	-11	-1	1	1	5	11
CC(C)c1nc(=S)n(-c2ccccc2)[nH]1	4	0	-0.2	-7	0	0	7	28*	-1
Clc1cccc(N/N=C(\Cc2nc3ccccc3[nH]2)c2ccccc2)c1	-15	-9	4.1	13	-3	4	5	5	5
CC(C)Cn1c(/C=C/c2ccco2)nc2ccccc21	-4	-2	0.3	-7	-1	1	6	11	4
COc1cc(OC)c2c(-c3cccc(-c4ccc(C#N)cc4)c3)cc(=O)oc2c1	5	2	-0.2	15	0	0	-3	-15	-9
CCCNC(=O)c1cc(C2CCCCN2C(=O)c2ccc(C#N)cc2)on1 (stereo unspecified)	3	-4	1.1	14	2	2	-15	-7	-4
O=C(COC(=O)C1CCN(S(=O)(=O)c2ccc3c(c2)OCCO3)CC1)Nc1cccc2ccccc12	2	0	1.0	22	-7	1	6	-7	-4
Cc1cc(NC(=O)C(C)SCC(=O)Nc2ccc(C(=O)OC(C)C)cc2)no1 (stereo unspecified)	2	0	1.1	4	0	2	0	-4	1
COc1ccc(NC(=O)c2cccnc2C(=O)O)c(OC)c1	8	0	0.1	5	-1	1	2	-2	-5
O=C(O)CN1C(=O)c2ccc(Oc3cccc4c3C(=O)N(CC(=O)O)C4=O)cc2C1=O	0	-1	3.4	25	-3	1	7	-1	4
CC(SCc1ccccc1)C(=O)NN=C1CCN(C)CC1 (stereo unspecified)	6	3	-0.6	4	2	0	-4	-14	-9

CHRM5 PAM: hit marks shown above
SMILES	M4 PAM	CHRM5 PAM	M5 ag	M4 ag	CHRM4 antagonist	CHRM5 antagonist
CCOC(=O)c1c(C)[nH]c(C)c1C(=O)CSc1ncccn1	6	25*	0	1	-13	-1

Whole records, quoted from the list. Order of screens: M4 PAM, CHRM5 PAM, M1 ag parental, CHO-K1 Ca PAM, M5 ag, M4 ag, CHRM4 antagonist, CHO-K1 Ca antag, CHRM5 antagonist
Profile of `COc1ccc(C2=NN(c3nc4ccccc4s3)C(=O)/C2=C\N(C)C)cc1` = -11, 3, 1.1, 21, -1, -1, 2, -5, -7
Profile of `CCOc1ccc(N=C2SC(C(=O)O)CC(=O)N2C)cc1` (stereo unspecified) = -4, -4, 1.4, 8, -1, 0, 9, 8, 5
Profile of `COc1ccc(C(=O)Nc2ccc3ccccc3n2)cc1OC` = 1, 9, 2.3, 0, 1, 6, -5, -7, -1

(cont.)
SMILES	M4 PAM	CHRM5 PAM	M1 ag parental	CHO-K1 Ca PAM	M5 ag	M4 ag	CHRM4 antagonist	CHO-K1 Ca antag	CHRM5 antagonist
COC(=O)[C@]1(Cc2ccccc2)N[C@H](c2ccc(-c3cccc(Cl)c3)c(OC)c2)[C@@H]2C(=O)N(C)C(=O)[C@@H]21	0	-13	1.3	18	-1	4	-2	-23	12
Cc1cccc(NC(=O)CCCn2cc([N+](=O)[O-])cn2)n1	2	1	1.2	17	1	0	-8	-14	3
Cc1ccc(-c2nn(-c3ccccc3)cc2NC(=O)CCl)cc1	3	1	-0.5	3	-4	-1	-12	-4	1
C/C(=N/OC(=O)c1ccc(Br)cc1)c1ccc(C)cc1	-1	8	0.3	8	4	1	1	-2	-8
COC(=O)c1cccc(Oc2cccc(C(F)(F)F)c2)n1	-1	5	-0.5	-11	2	-1	1	9	2
COC(=O)[C@]12CCCCC=C1N(Cc1ccccc1)C(=O)[C@H](CC(=O)NCCCN1CCCC1=O)C2	-1	3	0.8	10	4	3	-8	-12	-7
O=C(Nc1cccc(Cl)c1)Nc1ccccc1C(=O)NCc1ccco1	-5	-7	6.4	-9	-3	3	8	14	4
CCOC(=O)c1c(C)[nH]c(C(=O)COC(=O)C(C)Oc2ccc(Cl)cc2Cl)c1C (stereo unspecified)	-1	-3	-0.3	21	0	0	-9	-12	-2
CCOC(=O)c1c2n(c3ccc(O)cc13)CCC2	7	5	-0.1	17	-4	0	-3	-9	-9
COc1ccc(C(=O)NNC(=S)NC(=O)c2cc(-c3ccccc3)nc3ccccc23)cc1	-5	-6	30*	6	2	23	-14	-20	-5
O=C(NC(=S)Nc1cc(S(=O)(=O)N2CCOCC2)ccc1O)c1ccco1	5	6	-0.1	19	0	1	1	-12	7
O=C(O)CCC(=O)/C=C/c1ccccc1	10	3	0.0	21	-2	3	-3	1	12
Cc1ccccc1NC(=O)Cc1nc(COC(=O)CC(C)c2ccccc2)cs1 (stereo unspecified)	0	-11	0.7	8	-1	9	-31	-12	0
N#CCNc1ccc([N+](=O)[O-])cc1C#N	-7	10	2.2	12	-3	8	-11	-5	0
Cc1ccc(S(=O)(=O)N2CCCC2C(=O)Oc2ccccc2)cc1 (stereo unspecified)	-4	1	0.8	15	-1	1	1	-9	-2
Cc1ccc(S(=O)(=O)N2CCC(C(=O)OCC(=O)N(C)CC(=O)Nc3ccc(F)cc3)CC2)cc1C	4	-4	2.2	-17	2	6	-23	-11	2
CCCN(C(=O)CSc1nnnn1C)c1c(N)n(Cc2ccccc2)c(=O)[nH]c1=O	0	2	0.1	-9	0	2	2	5	-1
NC(=O)c1ccsc1NC(=O)CS(=O)(=O)c1ccc(F)cc1	3	-2	0.8	7	-2	1	-6	1	8
Cc1ccc(-c2c[n+](CC(=O)c3cccs3)c3n2CCC3)cc1	-40	-9	4.0	19	-12	9	-13	-9	8
CCCNC(=O)Nc1ccc(F)c(Cl)c1	-3	-9	2.8	19	1	2	2	-10	0
N#CCNC(=O)C1c2ccccc2Oc2ccccc21	-3	6	0.0	9	-5	0	4	-5	13
O=C(NC1CCCC1)C(c1ccc(F)cc1)N(C(=O)c1csnn1)c1ccccc1 (stereo unspecified)	-6	-2	0.5	-4	-3	2	2	-8	8

High-throughput results from PubChem.

Hits appear at their usual frequency. About 2.7% of those tested had a hit in this group.
